All columns: NCI-60 one-dose screen, growth in % after 48 h at 10 µM unless noted; 100 = growth as untreated, 0 = no growth, -100 = all killed.
HL-60(TB): HL-60(TB) leukemia cells; 78,000 tested, 9% active; active = growth percent below 10
Starred values were filed as active, the others as inactive; [ ] = another dose, or the depositor's remark. The list is partial; count on the stated rates, not on these rows.

mol,HL-60(TB)
O=C(CSC1CCc2ccccc21)N/N=C/c1ccccc1O (stereo unspecified),-12*
COc1ccc(N2C(=O)N(c3ccc(SC)cc3)C(=O)C2=S)cc1,88
COc1ccc(Oc2nc(Nc3ccc(N4CCOCC4)cc3)ncc2NC(=O)c2ccc(OC)c(OC)c2)cc1,84
CCCCNC(=O)N1CCc2nc(NC(=O)Cc3ccccc3)sc2C1,97
O=S1(=O)CCCc2c1nnn2-c1ccc(F)cc1,92
O=C1CCC(NS(=O)(=O)c2ccccc2)N1 (stereo unspecified),97
CCOC(=O)CNC(=O)Sc1ccc(C(C)(C)C)cc1,64
CC(=O)OC(OC(C)=O)c1ccc([N+](=O)[O-])o1,88
CCCCC(CC)C(=O)C(CCN(C)C)(c1ccccc1)c1ccccn1 (stereo unspecified),93
CCOC(=O)C1=C(N)N(c2ccc(Cl)cc2)C2=C(C(=O)CC(C)(C)C2)C1c1ccc(Cl)cc1Cl (stereo unspecified),21
O=C(CSc1nnc(-c2cccs2)n1-c1ccccc1)Nc1cccc(Br)c1,75
CCS/C(Nc1ccccc1)=C(\C#N)C(=O)Nc1ccccc1,58
COC(=O)c1c(C(=O)OC)c2ccc3c4ccccc4ccc3n2c1C(N)=O,107
Cc1nc2c(-c3ccc(Cl)cc3)nc3ccccc3c2c(=O)n1N,37
CCCCC(CC)CNC(=O)/C=C/c1ccc(OC)cc1 (stereo unspecified),82
Nc1ccccc1/C=N\Nc1ccccc1,47
CCOC(=O)/C=C1\C(CO)OC(n2cnc3c(N)ncnc32)C1O[Si](C)(C)C(C)(C)C (stereo unspecified),76
ClC1=C(Cl)C(Cl)=C(Cl)C1,122
CC[C@H](C)[C@H](NC(=O)[C@H]1CCCCN1C)C(=O)N(C)[C@H](C[C@@H](OC(C)=O)c1nc(C(=O)N[C@@H](Cc2ccccc2)C[C@H](C)C(=O)O)cs1)C(C)C,-30*
C=C(C)[C@@H]1CC[C@]2(C(=O)O)CC[C@]3(C)[C@H](CC[C@@H]4[C@@]5(C)C/C(=C/c6cccc(I)c6)C(=O)C(C)(C)[C@@H]5CC[C@]43C)[C@@H]12,7.5*
COc1ccc(-c2nc3c(ccc4ccccc43)o2)cc1OC,80
COc1ccc(-c2nc3ccccn3c2-c2nc3ccc(F)cc3[nH]2)cc1,53
FC(F)(F)C(c1ccc(Cl)cc1)c1ccc(Cl)cc1,102
O=C1/C(=C/c2ccc(Br)cc2)COc2ccc(O)cc21,-16*
CN1C(=O)NC(=O)C1c1ccccc1 (stereo unspecified),105
COC(=O)C1(C2(C(=O)OC)NC(=S)NC(=O)C2C#N)CCCC1=O (stereo unspecified),101
C=CCn1c(SCC(=O)Nc2ccc(C(=O)/C=C/c3ccc(Cl)cc3)cc2)nnc1-c1cc(-c2ccc(OC)cc2)nc2ccccc12,99
N#CCCN1C/C(=C/c2ccc(Br)cc2)C(=O)/C(=C/c2ccc(Br)cc2)C1,1.7*
COc1ccccc1NC(=O)c1sc(N)c(C#N)c1C,93
C[Si](Cl)(Cl)c1ccccc1,104
O=C(O)C(CCC(C(=O)O)c1ccccc1)c1ccccc1 (stereo unspecified),109
O=C1C=CC(=O)N1c1ccc2c(c1)C(NC(=O)C(F)(F)F)c1ccccc1-2 (stereo unspecified),68
O=C(Nc1ccc(Br)cc1)Nc1cccc(-c2cc(=O)c3ccccc3o2)c1,98
Clc1ccc([Se][Se]c2ccc(Cl)cc2)cc1,96
COc1cc(NC(=O)C(C)C)ccc1C(=O)NC(=S)Nc1ccc(S(N)(=O)=O)cc1,93
CCc1ccc(-c2ccc(-n3nc(C)c4c(N)nc(Cc5ccccc5)nc43)cc2)cc1,65
Clc1ccc(-c2onc3ccc(C4Oc5ccccc5C5CC(c6ccccc6)=NN54)cc23)cc1 (stereo unspecified),103
CC(C)c1ccc(C2=C/C(=C\c3ccc(Br)cc3)C(=O)N2CCc2ccc(S(N)(=O)=O)cc2)cc1,100
O=C1NN(C(=O)c2cc([N+](=O)[O-])cc([N+](=O)[O-])c2)C(c2ccccc2)=N/C1=C/c1ccoc1,117
Cc1cc(OC(=O)N(C)C)n(-c2ccccc2)n1,81
Cn1ccc(=O)c(C(=O)Nc2nsc3ccc([N+](=O)[O-])cc23)c1,55
C[C@H](c1nc2ccc(Cl)cn2c1NCc1ccccc1)[C@H]1CC[C@H]2[C@@H]3CCC4=CC(=O)CC[C@]4(C)[C@H]3CC[C@]12C,11
c1cnc(Nc2nc3c(s2)CCCc2cc[nH]c2-3)nc1,101
CCOCN1CCCCC1,111
CC(C)(C)c1ccc(S(=O)(=O)N[C@H]2CC[C@H]3[C@@H]4CCc5cc(OS(=O)(=O)O)ccc5[C@H]4CC[C@]23C)cc1,20
COc1ccc(S(=O)(=O)N2CCCC(C(=O)Nc3nc4ccc(NC(=O)c5ccc(F)c(OC)c5F)cc4s3)C2)cc1 (stereo unspecified),73
Cc1ccc(Cn2c(C)c(-c3ccccc3)c(-c3ccccc3)c2C)cc1,51
Clc1ccc(Cl)c(Nc2nc3ccccc3s2)c1,110
CCSc1ccnc(N)n1,108
CCOC(=O)C(C(=O)c1ccccc1)C(c1ccccc1)c1nccc2ccccc12 (stereo unspecified),85

Part of the list above, with each value named.
Cn1ccc(=O)c(C(=O)Nc2nsc3ccc([N+](=O)[O-])cc23)c1
- HL-60(TB): 55

C[C@H](c1nc2ccc(Cl)cn2c1NCc1ccccc1)[C@H]1CC[C@H]2[C@@H]3CCC4=CC(=O)CC[C@]4(C)[C@H]3CC[C@]12C
- HL-60(TB): 11

c1cnc(Nc2nc3c(s2)CCCc2cc[nH]c2-3)nc1
- HL-60(TB): 101

CCOCN1CCCCC1
- HL-60(TB): 111

(more compounds)
mol,HL-60(TB)
CN(C)CCCNc1nc2ccccc2c2c(=O)c3cc(F)ccc3sc12,-43*
CCOC(=O)c1ncc(-c2ccc(C(F)(F)F)cc2)c(NCc2cc(C(F)(F)F)cc(C(F)(F)F)c2)n1,99
NNc1ccccc1,5.8*
O=C(Nc1ccccc1)Oc1c(Cl)cc(Cl)c2ccccc12,108
COc1ccc2oc(=O)cc(-c3sc(N4CCOCC4)nc3-c3ccccc3)c2c1,95
Nc1c(CNCc2nnn(Cc3ccccc3)c2N)nnn1Cc1ccccc1,103
COc1ccc(S(=O)(=O)N2C(=O)N[C@H](OC)[C@H]2OC)cc1,102
CC1(C)OCC(C2OC2C2COC(C)(C)O2)O1 (stereo unspecified),101
COC(=O)C1Sc2ccc3nsnc3c2NC1=O (stereo unspecified),101
CC(=O)N1c2ccccc2-n2cccc2C1c1ccc(Cl)cc1 (stereo unspecified),71
C=CCNC(=S)Nc1cc(C(C)C)c(O)cc1C,129
CS(=O)(=O)c1ccc(-n2cc(/C=N/O)c(-c3ccc(Br)cc3)n2)cc1,101
C=C1C(=O)O[C@H]2[C@H]1CC/C(Cn1cc(-c3ccccc3)nn1)=C\CC[C@@]1(C)O[C@@H]21,-29*
CCOC(=O)C(Cc1ccc(O)c([N+](=O)[O-])c1)N1C(=O)c2ccccc2C1=O (stereo unspecified),127
COc1nc2c(c(=O)[nH]1)C(c1ccccc1)C=C(C(=O)O)N2 (stereo unspecified),116
NNC(=S)Nc1cccc2ccccc12,118
Cc1ccc(/C=C2\SC(=S)N(CCC(=O)Nc3ncc(Cc4ccccc4)s3)C2=O)cc1,100
CC(=O)Nc1ccc2c(c1)Cc1c-2cc(Br)c(N)c1Br,92
O=C(NCCN1CCC(O)CC1)c1cc2c(o1)C(=O)c1ccccc1C2=O,-14*
CC(=O)CSC(C)=O,102
CC(C)Oc1ccccc1C(=O)Nc1ccccc1C(=O)Nc1cccc(S(=O)(=O)C(F)(F)F)c1,86
C=CN(C(=O)N1CCN(c2cc3c(cc2F)c(=O)c(C(=O)O)cn3C2CC2)CC1)c1nc(-c2ccc(Cl)cc2)cs1,11
O=C(O)C(Cc1ccccc1)n1c(O)c(C=C2N=c3ccccc3=N2)sc1=S (stereo unspecified),101
COc1cccc(C(=O)Nc2ccc(-c3cc(=O)c4c(OC)c(OC)c(OC)cc4o3)cc2)c1,77
Cc1ccc(NC(=O)c2sc3nc4c(cc3c2N)C(=O)CCC4)cc1C,-11*
COc1ccc(Cn2c(-c3nonc3N)nc3cc(C(F)(F)F)ccc32)cc1,139
CNS(=O)(=O)c1ccccc1,100
Cc1ccc(S(=O)(=O)NC2c3ccccc3Oc3ccccc32)cc1,86
COC(=O)CCSCc1ccccc1,126
O=C1NC(=O)/C(=C/c2cc3ccccc3nc2Cl)S1,88
c1ccc(N/N=C(\C(=N\Nc2ccccc2)c2ccccc2)c2ccccc2)cc1,89
CN(C)c1ncc(-c2ccc(C(F)(F)F)cc2)c(NC2CCCCCC2)n1,40
CC(=O)[O][Hg][c]1ccccc1,-28*
CN=C(NC)N/N=C(C)\C=N\NC(=NC)NC,99
CCOc1ccc2nc(NC(=O)c3cccnc3Nc3ccc(Cl)cc3Cl)sc2c1,85
O=C1OCc2ccc([N+](=O)[O-])cc21,97
CN(C)/C(N)=N/c1nc(=O)c2ccccc2c(=O)[nH]1,103
CC1(C)C(N2CCCCC2)CS1(=O)=O (stereo unspecified),100
CNc1ncc2cc(-c3cc(NC(=O)NCCC(C)(C)C)c(F)cc3C)c(C)nc2n1,6.3*
Cc1ccc(S(=O)(=O)n2cc([C@@]3(O)C[C@H](CSC#N)OC3=O)c3ccccc32)cc1,80
Clc1nc(N[C@H]2CCCc3ccccc32)c2ccccc2n1,86
CCN1C(=O)N(CC)C2Nn3c(s/c(=C\c4ccccc4)c3=O)=NC21 (stereo unspecified),60
COc1ccc(-c2nc(SCC(C)C)nc(N/N=C\c3ccc(O)cc3)c2C#N)cc1,86
Nc1nc2c(C(=O)Nc3ccc(Br)cc3)c(Nc3ccccc3)nn2cc1-c1nc2ccccc2s1,98
CNS(=O)(=O)c1cccc(-c2ccc3c4c(n(C)c(=O)c3c2)-c2ccccc2C4=O)c1,-5.0*
Cc1nn2c(-c3nc4ccc(Cl)cc4[nH]3)c(-c3ccccc3)nc2s1,91
COC(=O)CCC(C)C1CCC2C3C(OC(C)=O)CC4CC(O)CCC4(C)C3CC(O)C12C (stereo unspecified),101
O=C1NC(=O)C2(CCN(c3ccccc3)CC2)C(=O)N1,96
COCCn1cc(-c2csc(-c3cn(C(=O)OC(C)(C)C)c4ccccc34)n2)c2cccnc21,102
O=C1CCC(=O)c2ccc3c4c(ccc1c24)CC3,81

Random excerpt: 3 compounds from above, in no set order.
mol,HL-60(TB)
O=C1NC(=O)C2(CCN(c3ccccc3)CC2)C(=O)N1,96
CC(=O)[O][Hg][c]1ccccc1,-28*
O=C1CCC(=O)c2ccc3c4c(ccc1c24)CC3,81

(more compounds)
mol,HL-60(TB)
c1ccc(-c2nn(-c3ccccc3)[n+](-c3ccccc3-c3ccccc3)n2)cc1,-31*
C[C@@H]1CC[C@]23COC(=O)[C@@]1(CCc1ccoc1)[C@H]2CC[C@@H]1O[C@@]13C,118
CCN(CC)CCOC1CCCCC1,108
BrC1c2cccc3cccc(c23)C1Br (stereo unspecified),114
Cc1ccccc1-n1nnc(C(=O)Nc2ccc3ccccc3n2)c1C,92
O=C1CSC(c2cn(-c3ccccc3)nc2-c2ccc(F)cc2)N1c1ccccc1 (stereo unspecified),98
Oc1nc(NCc2ccco2)sc1C=NCc1ccco1,93
FC(F)(F)C1=NN=C(c2ccc(Cl)cc2)/C1=C/c1ccco1,76
CC(=O)N(O)CCCCCNC(=O)CCC(=O)N(O)CCCCCNC(=O)CCC(=O)N(O)CCCCCN(CCCCCCCCCC[P+](c1ccccc1)(c1ccccc1)c1ccccc1)CCCCCCCCCC[P+](c1ccccc1)(c1ccccc1)c1ccccc1,-26*
CS(=O)(=O)c1nc2ncc(C(N)=O)n2[nH]1,96
COc1ccc(/C(C)=C(\c2ccc(Cl)cc2)c2ccc(OCCN3CCOCC3)cc2)cc1F,85
O=C(O)c1ccc(-c2nn(-c3ccc(C(=O)O)cc3)cc2/C=N/NC(=O)c2ccccc2O)cc1,102
CC1(C)Oc2cc3oc(=O)ccc3cc2C[C@@H]1OCCOS(=O)(=O)c1ccc(O)c(C(=O)O)c1,91
Cc1ccc2cc3c(N)c4c(C)ccc(C)c4nc3nc2c1,13
CC/C=C\C/C=C\C/C=C\C/C=C\C/C=C\C/C=C\CCC(=O)CO[C@H]1O[C@@H](Oc2cc(O)cc(O)c2C(=O)CCc2ccc(O)cc2)[C@H](O)[C@@H](O)[C@@H]1O,80[40 µM]
O=C1[C@H]2Cc3c([nH]c4ccccc34)[C@H](c3ccc(Br)cc3)N2C(=O)CN1C1CCN(Cc2ccccc2)CC1,72
Clc1ccc(Cc2nnc3sc(-c4csc5c4CCCC5)nn23)cc1,88
COc1cc(OCc2cccc(-c3ccccc3)c2C)cc(OC)c1CN1CCCCC1C(=O)NCCOCCOCCN (stereo unspecified),-42*
O=C1c2cc(Br)ccc2-c2ccc(N3C(=O)c4ccccc4C3=O)cc21,108
